APE1 inh: inhibitors of human APE1 endonuclease; recombinant APE1, TAMRA/BHQ-2 abasic DNA cleavage fluorescence; hit rate 0.35% among 350,000; Potency, µM (top dose mostly 65.8 µM), without a hit: at the top dose activity change, negative = inhibition, most hits filed as inhibitors; AID 2517; P27695;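 also: plate controls were vehicle for no effect and reference inhibitor for full effect; nearly all actives have a fitted effect of over 55% in size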
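Step 1: APE1 (0.75 nM) with compound, 15 min RT. Step 2: add 50 nM fluorophore/quencher THF duplex. Step 3: three fluorescence reads 60 s apart (525/598 nm); read 3 minus read 1 = reaction progress.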
G9a inh: blocks human histone lysine methyltransferase G9a. AID 504332. G9a H3K9 monomethylation, AlphaScreen, 2 h. Potency, µM (doses to about 102 µM), for inactives: at the highest dose activity, negative = inhibition, hits mostly inhibitors. Q96KQ7. hit rate 8.8% among 350,000; also: % is scaled to controls: 0 for no effect and ±100 for the full control effect; nearly all actives have a fitted effect of over 75% in size
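AlphaScreen detection with an anti-monomethyl H3K9 antibody quantified product after a 2 h room-temperature reaction containing 500 nM biotinylated H3K9 peptide, 20 µM SAM and 20 nM enzyme, which had been preincubated 15 min with compound.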
Pol kappa inh: DNA polymerase kappa (human) inhibition. purified Pol kappa, fluorescent DNA synthesis assay, 10 min. AID 588579. hit rate 0.53% among 400,000. Potency, µM (titrated, usually from 107 µM), for the others: at the highest dose activity, negative = inhibition, usual class: inhibitors. Q9UBT6; also: % is scaled to controls: 0 for no effect and ±100 for the full control effect
Target sequence (Q9UBT6 whole entry, looked up): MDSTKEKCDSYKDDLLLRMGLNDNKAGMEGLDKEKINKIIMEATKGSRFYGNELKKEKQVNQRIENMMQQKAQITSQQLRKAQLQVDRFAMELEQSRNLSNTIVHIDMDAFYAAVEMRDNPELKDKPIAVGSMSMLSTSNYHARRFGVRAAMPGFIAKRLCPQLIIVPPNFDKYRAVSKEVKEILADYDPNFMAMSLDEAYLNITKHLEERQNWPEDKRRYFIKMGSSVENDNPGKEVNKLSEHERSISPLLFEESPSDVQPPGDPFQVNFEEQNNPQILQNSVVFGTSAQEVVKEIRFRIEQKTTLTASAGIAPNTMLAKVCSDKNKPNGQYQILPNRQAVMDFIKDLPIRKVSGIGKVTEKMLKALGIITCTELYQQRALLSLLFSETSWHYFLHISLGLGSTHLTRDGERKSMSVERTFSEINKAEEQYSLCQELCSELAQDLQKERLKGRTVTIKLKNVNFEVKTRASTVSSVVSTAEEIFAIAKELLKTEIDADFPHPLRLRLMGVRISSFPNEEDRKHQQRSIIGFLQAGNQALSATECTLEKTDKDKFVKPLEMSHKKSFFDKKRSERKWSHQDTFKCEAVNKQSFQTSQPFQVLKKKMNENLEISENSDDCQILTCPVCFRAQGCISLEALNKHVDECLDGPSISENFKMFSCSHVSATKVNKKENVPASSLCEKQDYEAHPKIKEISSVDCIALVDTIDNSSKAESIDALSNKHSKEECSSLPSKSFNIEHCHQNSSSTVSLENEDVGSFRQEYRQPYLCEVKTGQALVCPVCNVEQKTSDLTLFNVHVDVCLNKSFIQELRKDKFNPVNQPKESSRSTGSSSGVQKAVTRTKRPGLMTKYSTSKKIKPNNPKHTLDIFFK
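Kinetic fluorescence screen: compound preincubated 15 min RT with 10 nM enzyme; 50 nM substrate (final) initiates; reads at 0/10 min.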
Pol eta inh: inhibitors of human DNA polymerase eta; Q9Y253; recombinant Pol eta, fluorescent DNA replication assay; Potency, µM (titrated, usually from 114 µM), for the others: at the highest dose activity change, negative = inhibition, hits mostly inhibitors; hit rate 1.2% among 390,000; AID 588591; also: % is scaled to controls: 0 for no effect and ±100 for the full control effect
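Fluorescent replication assay: 50 nM final substrate added after a 15 min room-temperature compound preincubation with 10 nM enzyme. Signal taken at 0 min and again at 10 min.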
BAZ2B inh: blocks human BAZ2B; Q9UIF8; AlphaScreen BAZ2B-H3K14Ac peptide displacement; Potency, µM (titrated, usually from 114 µM), without a hit: at the highest dose activity change, negative = inhibition, hits mostly inhibitors; hit rate 4.4% among 360,000; AID 504333; also: % is scaled to controls: 0 for no effect and ±100 for the full control effect; nearly all actives have a fitted effect of over 60% in size
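Inhibition is scored as reduced AlphaScreen emission. The BAZ2B/b-H3(5-23)K14Ac complex (50 nM each) in PBS pH 7.4, 0.01% Tween-20 meets compound (up to 110 uM) for 30 min at RT before bead addition.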
POLB inh: blocks human DNA polymerase beta activity. AID 485314. Pol beta primer extension/strand displacement, fluorescence kinetic. Potency, µM (highest dose often 114 µM), for the others: at the highest dose activity change, negative = inhibition, hits mostly inhibitors. P06746. hit rate 1.3% among 340,000; also: % is scaled to controls: 0 for no effect and ±100 for the full control effect
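Kinetic readout of DNA synthesis with strand displacement by Pol beta. Compound and 10 nM enzyme sit 15 min at room temperature; 50 nM substrate starts the reaction, read immediately and at 10 min.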
Apoferritin bind: candidate novel general anesthetic via apoferritin binding | hit rate 0.074% among 350,000 | Potency, µM (series often up to 77.5 µM), for the others: at the top dose activity change, negative = displacement, most hits filed as inhibitors | P02791 | apoferritin/1-aminoanthracene competitive binding, fluorescence | AID 485281; also: % is scaled to controls: 0 for no effect and ±100 for the full control effect; nearly all actives have a fitted effect of over 20% in size
Target sequence (P02791 2-175 limits assumed): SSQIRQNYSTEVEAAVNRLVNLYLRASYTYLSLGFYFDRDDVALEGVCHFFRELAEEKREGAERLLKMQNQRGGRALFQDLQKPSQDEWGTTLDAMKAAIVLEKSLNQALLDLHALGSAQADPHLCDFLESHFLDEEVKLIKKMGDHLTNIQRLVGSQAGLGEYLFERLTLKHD
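10 uM apoferritin + 50% sat. 1-AMA, PBS; cpd 10 min RT; Ex380/Em535 endpoint; normalized to free probe vs complex; 4-param Hill fit; propofol titration as pos. ctrl.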
BLM helicase inh: Bloom syndrome helicase (human) inhibition; P54132; recombinant BLM DNA unwinding, fluorescence dequenching; Potency, µM (highest dose often 56.1 µM), without a hit: at the top dose activity change, negative = inhibition, usual class: inhibitors; hit rate 0.2% among 350,000;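 also: plate controls were vehicle for no effect and no enzyme for full effect; nearly all actives have a fitted effect of over 35% in size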
POLI inh: blocks human DNA polymerase iota activity; hit rate 1% among 390,000; Pol iota fluorescent replication assay, 10 min; Q9UNA4; AID 588590; Potency, µM (top dose mostly 115 µM), inactives show at the top dose activity, negative = inhibition, actives largely listed as inhibitors
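Fluorescent replication assay read twice, at 0 min and 10 min after adding 50 nM (final) substrate. Enzyme (10 nM) and compounds were first incubated 15 min at room temperature; enzyme-free buffer wells were negative controls.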
Starred values were filed as active, the others as inactive; ? = inconclusive; · = no result given; & = joins results of further samples; [ ] = another dose, or the depositor's remark. Calls follow the shape of the dose curve; as a rule, active = well fitted curve in the direction sought with a large enough effect; inconclusive = small, poorly fitted or top-dose-only effect, or another doubt; inactive = no such curve, though single readings can be large; an effect the other way counts as inactive or inconclusive. Potency is read from the fitted curve at half-maximal effect. Not all compounds are listed, so the mix of outcomes need not match the whole.

SMILES	APE1 inh	G9a inh	Pol kappa inh	Pol eta inh	BAZ2B inh	POLB inh	Apoferritin bind	BLM helicase inh	POLI inh
CCOC(=O)C1CCCN(C(=S)Nc2cc(C)cc(C)c2)C1 (stereo unspecified)	0.3%	66.8%[activator][12.7 µM]	-9.5%	0.3%	-2.0%	?	?	-0.2%	5.6%
COc1ccc(OC)c(-n2nnc(-c3nc(-c4ccc5c(c4)OCO5)no3)c2C)c1	·	-3.3%[59 µM]	-2.2%	·	2.3%	1.8%	-8.1%	-1.1%	-10.9%
COc1ccc(CNS(=O)(=O)c2cc3c(cc2Cl)NC(=O)CO3)cc1	-7.2%	-3.3%	-9.9%&-15.9%	-20.5%&-7.3%	?	0.6%&-32.0%	-12.7%&1.7%	2.4%&-3.4%	22.0%&-12.5%
O=C(CS(=O)(=O)Cc1ccccc1)N1CCN(Cc2ccc3c(c2)OCO3)CC1	3.7%	-2.1%[12.7 µM]	0.9%	-8.1%	-3.1%	-27.8%	0.0%	0.6%	6.8%
NS(=O)(=O)c1cc(Cl)c(Cl)c(S(N)(=O)=O)c1	?	-16.1%[59 µM]	-14.9%	-2.4%	-1.6%	·	10.1%[29.3 µM]	-7.9%[21.4 µM]	-6.9%
C=CCSc1nc(O)c(CC)c(=O)n1C(C)CC (stereo unspecified)	-5.9%	11.4%[59 µM]	0.2%	1.4%	12.5%	12.1%	-17.1%	-1.5%	-10.8%[58.9 µM]
COc1cc2[nH]c(=O)n(CCC(=O)N3CCN(Cc4ccc5c(c4)OCO5)CC3)c(=O)c2cc1OC	-0.2%	7.4%	6.5%	-4.2%	-19.5%	-9.4%	-10.8%	-4.4%	17.2%
COCCCn1c(=NC(C)=O)c(C#N)cc2c(=O)n3cccc(C)c3nc21	-4.0%	?	1.9%	-6.5%	-7.2%	?	41.6%[activator]	-6.5%	49.7%[activator]
O=C(O)c1cccc(Nc2ccnc(Nc3cccc(C(=O)O)c3)n2)c1	29.0%	?	-0.3%	-6.6%	-27.4%	0.5%	2.2%	2.2%	24.1%
Cn1cc(CN2C[C@H]3CC[C@H]2C3)c(-c2ccccc2F)n1	-0.3%	-3.1%	-1.9%	-12.0%	-1.8%	42.1%	-9.5%	0.3%	-10.6%
CC(C)(C)OC(=O)N1CCC(c2c(C(=O)N3CCN(c4ccccn4)CC3)cnn2-c2ccccc2)CC1	·	2.3%[59 µM]	-6.6%	0.7%	8.0%[57.1 µM]	16.2%	-2.0%	-0.5%	?
CN1CCN(CCCNC(=O)CCC(=O)N2CCOc3ccccc32)CC1	23.8%	·	-4.9%	-18.3%	24.6%	2.9%	-9.2%	0.5%	19.9%
Cc1[nH]c(-c2ccc(F)cc2)cc1C(=O)N1CCN(c2cccc(Cl)c2)CC1	7.3%	?	1.2%	-13.7%	-29.9%	9.7%	-1.5%	-14.5%	0.2%
OC(CN1CCCCC1)Cn1c2ccccc2c2cc(Br)ccc21 (stereo unspecified)	21.4%	-8.9%	2.3%	-18.7%	-5.4%	4.6%	-13.9%	89.4%[activator]	-11.1%
CN(C)S(=O)(=O)c1ccc(Cl)c(C(=O)Nc2ccccc2[N+](=O)[O-])c1	2.5%	2.8%[59 µM]	-11.9%	-6.2%	-9.5%	-0.3%	-2.3%	1.3%	15.8%
COc1ccccc1C(CNC(=O)COc1ccccc1C)N1CCCC1 (stereo unspecified)	0.3%	5.8%[0.501 µM]	-12.0%	-1.3%	0.1%	·	·	·	7.6%
CCOC(=O)C1=C(C)N=C2c3ccccc3C(=O)C2C1c1ccc(Br)cc1 (stereo unspecified)	-2.6%	?	·	·	22.4µM*	-29.6%	-23.0%	-4.6%	·
COC(=O)c1ccc(C(=O)OC)c(NC(=S)N2CCOCC2)c1	-2.3%	-19.9%	-15.3%	-5.2%	-16.9%	-27.1%	31.6%[activator]	-3.7%	99.2%[activator]
Cc1cc(NC(=O)CS(=O)(=O)c2cn(C)c3ccccc23)no1	0.3%	-17.2%[59 µM]	0.5%	-19.0%	-3.5%	-3.0%	-6.6%	2.8%	29.5%
CCCn1c(NC(=O)C2COc3ccccc3O2)nc2ccccc21 (stereo unspecified)	3.0%	-0.3%[12.7 µM]	-7.5%	-3.3%	-0.8%	-0.1%	-7.2%	-6.5%	20.3%
O=C(CSc1nc2scc(-c3ccco3)c2c(=O)n1-c1ccccc1)NCC1CCCO1 (stereo unspecified)	?	8.91µM*	-40.7%	?	35.5µM*	11.2µM*	-4.5%	14.1µM*	39.8µM*
CC1(C)Cc2c(C#N)c(SCCC#N)nc(N3CCOCC3)c2CS1	-5.9%	-1.1%[12.7 µM]	-18.1%	-11.2%	-5.1%	-26.6%	-2.9%	-2.4%	33.2%[activator]
Cn1c(CNC(=O)CNS(=O)(=O)c2ccc(Cl)cc2)cc(=O)n(C)c1=O	64.1%[activator]	5.4%	12.1%	-19.2%	-15.0%	-1.5%	-1.3%	-5.0%	-13.8%
CC(C)Cc1oc(C(=O)O)cc1CN1CCOCC1	13.1%	?	-2.9%	-2.1%	·	89.1µM*	1.6%	3.4%	19.9%
O=C(NCc1cccc(C(F)(F)F)c1)c1cccc2c1C(=O)c1ccc(N3CCC(Cc4ccccc4)CC3)cc1S2(=O)=O	0.2%	·	2.7%	-2.4%	·	·	·	·	22.5%
c1cc(NC2CC2)nc(-c2ccoc2)n1	-1.1%	-0.2%[0.501 µM]	-7.3%[60.1 µM]	·	·	·	·	-3.9%	·
Cc1cc(C(=O)NNC(=O)c2ccc(Cl)cc2)c2ccccc2n1	42.3%	27.3%[12.7 µM]	2.7%	6.2%	-5.2%	·	·	·	10.1%
Cc1cccc(N2C(=O)c3ccccc3C2=O)n1	1.9%	0.5%	-0.4%	-14.0%	10.3%	8.9%	7.3%	-2.2%	138.3%[activator]
COc1cc(C(=O)NCCOc2cccc3cccnc23)cc(OC)c1OC	-7.7%	-7.8%[59 µM]	-1.4%	-11.7%	-22.6%	31.9%[activator]	-9.8%	-4.8%	45.7%[activator]
O=C1/C(=C\c2ccc3c(c2)OCO3)CCC/C1=C/c1ccc2c(c1)OCO2	?	14.1µM*	-6.8%	-13.5%	25.1µM*	5.0%	-22.7%	-8.9%	-1.9%
O=C(N/C(=C\c1ccccc1Cl)C(=O)N1CCOCC1)c1ccc([N+](=O)[O-])cc1	2.5%	7.5%[59 µM]	-1.6%	5.8%	-22.5%	-0.5%	-13.5%	-4.5%	20.9%
Cc1cc(C)c2c(=O)cc(C(=O)Nc3ccc(S(=O)(=O)Nc4onc(C)c4C)cc3)oc2c1	·	-40.0%[59 µM]	-31.0%	-30.0%	?	2.9%	-10.2%	-4.8%	-17.9%
CN(Cc1nc(-c2ccc(Cl)cc2)no1)S(=O)(=O)c1ccccc1	·	8.6%[59 µM]	-4.5%	·	39.8%[activator]	1.0%	-5.7%	-6.3%	-6.4%
Cn1cc(C(C[N+](=O)[O-])c2ccccc2)c2ccccc21 (stereo unspecified)	-28.4%	-27.2%[2.33 µM]	-12.8%	-15.7%	-7.9%	?	-10.7%	-15.7%	?
CCN(CC)S(=O)(=O)c1ccc(N2CC(C(=O)N3CCOCC3)CC2=O)cc1 (stereo unspecified)	13.4%	0.1%[59 µM]	-1.6%	-2.3%	7.8%	·	·	·	13.7%
COc1ccc(NC(=O)C2CC(c3ccc(Cl)cc3)=NO2)cc1OC (stereo unspecified)	5.3%	11.7%[59 µM]	17.0%	-16.3%	-7.4%	-8.7%	-8.6%	-1.4%	25.6%

A different layout for 2 compounds above.
SMILES: c1cc(NC2CC2)nc(-c2ccoc2)n1
  APE1 inh: -1.1% | G9a inh: -0.2%[0.501 µM] | Pol kappa inh: -7.3%[60.1 µM] | Pol eta inh: · | BAZ2B inh: · | POLB inh: · | Apoferritin bind: · | BLM helicase inh: -3.9% | POLI inh: ·

SMILES: Cc1cc(C(=O)NNC(=O)c2ccc(Cl)cc2)c2ccccc2n1
  APE1 inh: 42.3% | G9a inh: 27.3%[12.7 µM] | Pol kappa inh: 2.7% | Pol eta inh: 6.2% | BAZ2B inh: -5.2% | POLB inh: · | Apoferritin bind: · | BLM helicase inh: · | POLI inh: 10.1%

One compound at a time, as listed above. Values in the order: APE1 inh	G9a inh	Pol kappa inh	Pol eta inh	BAZ2B inh	POLB inh	Apoferritin bind	BLM helicase inh	POLI inh
Results for `CN(Cc1nc(-c2ccc(Cl)cc2)no1)S(=O)(=O)c1ccccc1` = ·	8.6%[59 µM]	-4.5%	·	39.8%[activator]	1.0%	-5.7%	-6.3%	-6.4%
Results for `O=C(NCc1cccc(C(F)(F)F)c1)c1cccc2c1C(=O)c1ccc(N3CCC(Cc4ccccc4)CC3)cc1S2(=O)=O` = 0.2%	·	2.7%	-2.4%	·	·	·	·	22.5%
Results for `O=C1/C(=C\c2ccc3c(c2)OCO3)CCC/C1=C/c1ccc2c(c1)OCO2` = ?	14.1µM*	-6.8%	-13.5%	25.1µM*	5.0%	-22.7%	-8.9%	-1.9%

Further structures follow.
SMILES	APE1 inh	G9a inh	Pol kappa inh	Pol eta inh	BAZ2B inh	POLB inh	Apoferritin bind	BLM helicase inh	POLI inh
CCC(O)(CC)C(=O)NN(C(=O)CCl)c1ccccc1	2.1%	-11.7%[59 µM]	-4.7%	-14.3%	8.8%	35.7%	-2.1%	0.5%	3.2%
Cc1cc(Nc2ccc(F)cc2F)n2ncnc2n1	13.7%	8.9%	-29.0%	-13.9%	-5.8%	38.4%	0.3%	2.2%	-10.8%
CC(=O)Nc1cccc(C(=O)Nc2ccccc2N2CCOCC2)c1	1.1%	3.5%[59 µM]	9.7%	-9.4%	11.0%	?	-11.2%	-2.6%	-2.2%
COC(=O)c1cccc(CSc2nc(-c3ccccc3)c(C#N)c(=O)[nH]2)c1	-9.3%	?	-19.3%[60.1 µM]	-18.7%	-34.1%	?	5.2%	-1.6%	?
Cc1oc(-c2ccccc2Cl)nc1CSCC(=O)NC1CC1	0.7%	82.5%[activator][59 µM]	-8.0%	-8.6%	-25.1%	24.0%	-16.0%	-0.1%	13.7%
COc1ccc(NC(=O)CSc2oc(-c3cccs3)nc2S(=O)(=O)c2ccc(Br)cc2)c(OC)c1	·	?	0.4%	?	-35.3%	?	-13.0%	-11.2%	42.1%[activator]

Compound activity (PubChem BioAssay)
